TROY NFkB inh = TROY signaling inhibition | Q293 LMP1-TROYcd NF-kB luciferase reporter, 4 h | inhibition, % at 10 µM | actives 0.98% (n = 360,000) | AID 1347056;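 active means compounds whose plate-normalised and pattern-corrected inhibition of the luciferase reporter signal at the single screening dose is 50% or more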
LRH-1 inv ag = inverse agonists of human LRH-1 (NR5A2) | inhibition, % at 3.6 µM | O00482 | HEK293T StAR-luciferase reporter, LRH-1 transfected, 24 h | actives 0.13% (n = 360,000) | AID 602396;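 active means inhibition above the mean inhibition of all tested compounds plus 3 SD, cut at about 73% in these data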;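 further: 0% = DMSO wells and 100% = reporter-only cells lacking LRH-1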
NR2F2 inh = inhibitors of human COUP-TFII (NR2F2). inhibition, % at 8.6 µM. actives 0.7% (n = 370,000). HEK293T NGFI-A luciferase reporter, luminescence. P24468. AID 686940;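 active means inhibition above a per-plate cutoff, mean inhibition of test wells between control levels plus 3 SD, cut at about 38% in these data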;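 further: cells cotransfected with COUP-TFII expression vector driving the NGFI-A reporter; 0% = median of COUP-TF2 test wells and 100% = reporter-only cells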
SRC3 inh = human NCOA3 inhibition; HEK293 GAL4-SRC3 luciferase reporter, luminescence; inhibition, % at 3.6 µM; actives 0.17% (n = 360,000); AID 588352;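 active means inhibition above a per-campaign cutoff, the mean of all compounds plus 3 SD, cut at about 60% in these data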;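 further: 0% = DMSO-treated cells and 100% = gossypol-treated cells at 36 µM; higher means less SRC3-driven luciferase light from the GAL4 reporter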
KKLEB cytotox = reduces viability of KKLEB cystic fibrosis airway cells | KKLEB CF airway cells viability, ATPlite luminescence, overnight; hits give low values; cells stimulated with P. aeruginosa culture filtrate | activity change (cytotoxicity), % at 5 µM | actives 0.36% (n = 360,000);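 active means corrected activity change at or below -50% at 5 µM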
NCOA1 inh = inhibitors of human steroid receptor coactivator 1 (SRC1) | Q15788 | inhibition, % at 3.6 µM | AID 588354 | HEK293 GAL4-SRC1 luciferase reporter, luminescence | actives 0.12% (n = 360,000);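 active means inhibition above the campaign mean plus 3 SD, with each screening campaign given its own cutoff, cut at about 60% in these data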;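 further: 0% = DMSO treated cells and 100% = gossypol at 36 µM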
Target sequence (Q15788 whole entry, looked up, the tested form may be a part): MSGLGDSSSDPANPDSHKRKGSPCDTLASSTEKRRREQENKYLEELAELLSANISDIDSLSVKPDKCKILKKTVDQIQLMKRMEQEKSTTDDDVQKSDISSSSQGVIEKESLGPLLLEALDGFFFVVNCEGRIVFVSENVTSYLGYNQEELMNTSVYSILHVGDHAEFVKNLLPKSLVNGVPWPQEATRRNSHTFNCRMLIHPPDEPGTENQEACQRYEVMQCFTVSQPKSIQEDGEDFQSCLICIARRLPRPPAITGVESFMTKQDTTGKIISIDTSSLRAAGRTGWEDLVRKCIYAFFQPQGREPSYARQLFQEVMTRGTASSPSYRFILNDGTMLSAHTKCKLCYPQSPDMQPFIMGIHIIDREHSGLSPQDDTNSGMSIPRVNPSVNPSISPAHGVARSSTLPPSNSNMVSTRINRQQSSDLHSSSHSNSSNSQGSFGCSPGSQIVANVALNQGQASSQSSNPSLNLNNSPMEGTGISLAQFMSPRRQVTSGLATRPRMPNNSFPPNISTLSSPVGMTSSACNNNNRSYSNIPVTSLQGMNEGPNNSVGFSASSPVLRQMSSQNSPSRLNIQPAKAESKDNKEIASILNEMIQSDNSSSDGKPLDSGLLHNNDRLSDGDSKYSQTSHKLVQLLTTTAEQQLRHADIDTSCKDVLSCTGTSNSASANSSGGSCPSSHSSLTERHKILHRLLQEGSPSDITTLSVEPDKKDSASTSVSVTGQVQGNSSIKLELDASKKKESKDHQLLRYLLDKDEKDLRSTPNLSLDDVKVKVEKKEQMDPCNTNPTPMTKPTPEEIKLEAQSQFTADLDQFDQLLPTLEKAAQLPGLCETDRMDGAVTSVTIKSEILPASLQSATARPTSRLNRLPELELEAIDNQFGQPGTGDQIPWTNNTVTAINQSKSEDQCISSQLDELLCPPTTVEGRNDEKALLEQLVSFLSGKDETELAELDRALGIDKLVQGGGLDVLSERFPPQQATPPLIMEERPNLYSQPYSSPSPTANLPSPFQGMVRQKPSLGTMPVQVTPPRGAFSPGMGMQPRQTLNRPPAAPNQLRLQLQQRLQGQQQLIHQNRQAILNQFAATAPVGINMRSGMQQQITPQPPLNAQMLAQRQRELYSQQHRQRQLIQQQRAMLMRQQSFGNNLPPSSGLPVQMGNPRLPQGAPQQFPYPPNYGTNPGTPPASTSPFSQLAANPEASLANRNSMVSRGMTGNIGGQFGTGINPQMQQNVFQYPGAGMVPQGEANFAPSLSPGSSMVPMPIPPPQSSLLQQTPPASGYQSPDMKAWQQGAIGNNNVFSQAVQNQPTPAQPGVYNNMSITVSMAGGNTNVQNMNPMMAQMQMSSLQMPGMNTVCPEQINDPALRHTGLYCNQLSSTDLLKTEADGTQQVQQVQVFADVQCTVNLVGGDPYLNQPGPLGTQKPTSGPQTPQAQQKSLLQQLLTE
C8 TRAIL sens = sensitizes caspase-8 expressing cells to TRAIL | actives 1% (n = 360,000) | AID 624354 | NB7+C8 cells + TRAIL, ATPlite viability luminescence | inhibition (viability loss, TRAIL sensitization), % at 10 µM;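 active means compounds causing at least 50% loss of cell viability in the single-dose screen, relative to plate controls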
EBV LMP1 NFkB = inhibitors of Epstein-Barr LMP1-induced NF-kappaB reporter; LMP1-induced NF-kappaB luciferase reporter cells, luminescence; inhibition, % at 12.5 µM; actives 0.69% (n = 350,000); AID 504558; in the data active means inhibition above about 41%;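 further: 0% = neutral control wells and 100% = reference inhibitor control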
Shn3 3UTR inh = Schnurri-3 reporter inhibition in Clone20 osteoblasts; Clone20 osteoblast Shn3 3'UTR firefly luciferase, 24 h; inhibition, % at 12.5 µM; actives 0.52% (n = 360,000); AID 588674;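 active means mean inhibition of at least 75% with every replicate also reaching 75%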;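 further: 0% = median of neutral control wells and 100% = pilot-screen positive control compound; some compounds past the cut are filed as inactive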
CF NFkB inh = inhibitors of cystic fibrosis induced NF-kB; KKLEB NF-kB-GFP reporter, PAF-induced, GFP fluorescence overnight; inhibition, % at 5 µM; actives 0.86% (n = 360,000); AID 588850;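 active means at least 50% inhibition at 5 µM, scaled per plate between neutral and stimulator controls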;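 further: PAF is a Pseudomonas aeruginosa culture filtrate used as stimulus; plate controls were PAF-stimulated DMSO wells for no effect and unstimulated DMSO wells for full effect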
TWEAK-Fn14 inh = TWEAK-Fn14 signaling inhibition; actives 2% (n = 360,000); TWEAK-stimulated Fn14 reporter cells, luciferase luminescence, 8 h; inhibition, % at 10 µM; in the data active means inhibition above about 50%
An asterisk follows results filed as active; x = no result given. Only part of the results is shown. The share of hits here may be higher or lower than overall.

SMILES | TROY NFkB inh | LRH-1 inv ag | NR2F2 inh | SRC3 inh | KKLEB cytotox | NCOA1 inh | C8 TRAIL sens | EBV LMP1 NFkB | Shn3 3UTR inh | CF NFkB inh | TWEAK-Fn14 inh
CC(C)NC(=S)NC(=O)c1ccc(-c2ccccc2)cc1 | -16 | -36 | 18 | 11 | 12 | -4 | -1 | 6 | -2 | -7 | 25
Cc1cc(NS(=O)(=O)c2ccc(Br)s2)no1 | -10 | 19 | -4 | 13 | -2 | 13 | -4 | -8 | -13 | 11 | -5
CN(C)CCN(CC1CCCN(Cc2ccccc2F)C1)C(=O)c1ccc(F)cc1 (stereo not drawn) | 13 | 9 | 6 | -8 | 0 | 0 | -2 | 14 | 11 | -12 | -1
COc1ccc(/C=N/NC(=O)c2nnn(-c3nonc3N)c2-c2cccs2)cc1OC | -2 | -31 | 8 | 1 | -6 | -22 | -3 | 2 | -7 | 41 | 9
O=C(NNC(=O)c1cccs1)c1ccc(Cl)cc1 | -19 | -53 | -10 | -19 | -3 | -23 | 9 | 3 | -23 | 8 | -12
CCOC(=O)CNc1nc(C(C)(C)C)nc2c1nnn2Cc1ccccc1 | 17 | 4 | -7 | 10 | 2 | -2 | -6 | -23 | 8 | 14 | 27
COc1ncnc2c1N=C1CC(C)(C)CC(N)=C1S2 | -3 | 23 | 11 | -12 | 9 | -33 | -16 | 5 | 27 | 5 | 5
CCc1nc(NCCCCCO)c2nnn(Cc3ccccc3F)c2n1 | 13 | -2 | -11 | -35 | -18 | -10 | 1 | -7 | 6 | 14 | -17
O=C(c1cc(-c2cccs2)nc2ccccc12)N1CCN(S(=O)(=O)c2ccccc2)CC1 | 9 | 8 | 3 | 9 | -9 | -17 | 3 | 0 | 23 | 7 | 33
Cn1c(N)c(C(=O)NCc2ccccc2)sc1=S | 1 | 1 | -8 | -2 | 2 | 6 | -20 | -14 | -14 | -6 | 19

2 records picked at random from those above, as already listed:
SMILES | TROY NFkB inh | LRH-1 inv ag | NR2F2 inh | SRC3 inh | KKLEB cytotox | NCOA1 inh | C8 TRAIL sens | EBV LMP1 NFkB | Shn3 3UTR inh | CF NFkB inh | TWEAK-Fn14 inh
O=C(NNC(=O)c1cccs1)c1ccc(Cl)cc1 | -19 | -53 | -10 | -19 | -3 | -23 | 9 | 3 | -23 | 8 | -12
Cn1c(N)c(C(=O)NCc2ccccc2)sc1=S | 1 | 1 | -8 | -2 | 2 | 6 | -20 | -14 | -14 | -6 | 19

Next entries
SMILES | TROY NFkB inh | LRH-1 inv ag | NR2F2 inh | SRC3 inh | KKLEB cytotox | NCOA1 inh | C8 TRAIL sens | EBV LMP1 NFkB | Shn3 3UTR inh | CF NFkB inh | TWEAK-Fn14 inh
CC1CN(C(=O)COC(=O)CSc2ccc([N+](=O)[O-])cc2)CC(C)O1 (stereo not drawn) | 28 | 2 | -9 | 6 | -19 | -21 | -5 | -3 | -4 | 3 | 5
NNC(=O)C1CC1c1ccccc1 (stereo not drawn) | 12 | 1 | 19 | 23 | -2 | 7 | -3 | -7 | -48 | 16 | -10
Cn1nc(NC(=O)C(F)(F)F)c2nccnc21 | 4 | 3 | -5 | 3 | 8 | 1 | -1 | 4 | 11 | -18 | -38
CC(C)(C)C(=O)C(Cc1ccccc1)n1cncn1 (stereo not drawn) | 11 | -6 | 3 | 12 | -3 | 1 | 0 | -4 | 12 | 5 | -5
COc1cccc(CNc2nc3ccccc3n2CCN2CCCCC2)c1OC | 11 | -41 | -13 | 12 | -8 | 6 | 21 | 6 | 3 | 11 | -30
CCSc1nnc(NC(=O)Nc2cccc(C)c2)s1 | 16 | -58 | -31 | -35 | -4 | -46 | -5 | -6 | -83 | 8 | 40
COc1cc(/C=C2\SC(N)=NC2=O)cc(Br)c1O | -6 | 9 | -1 | 13 | -1 | 6 | 0 | -8 | 1 | -6 | 10
COc1ccc(NC(=O)NC23CC4(C)CC(C)(CC(C)(C4)C2)C3)cc1OC | 35 | 0 | -1 | 8 | 6 | -6 | -1 | -2 | 3 | 8 | 8
CCOC(=O)CNc1nc(Cl)nc(Nc2ccc(Cl)cc2)n1 | -21 | -1 | 8 | 12 | -3 | 20 | -20 | -8 | -11 | -5 | -7
O=S1(=O)CC(N2CCCC2)CN1C1CCCCC1 (stereo not drawn) | 1 | -6 | -12 | 4 | -2 | -3 | 10 | x | 11 | 2 | -3
CC(C)CCC(C)NC(=O)Cc1ccc(S(=O)(=O)N2CCOCC2)s1 (stereo not drawn) | -16 | 7 | 2 | 10 | 8 | 10 | 17 | -2 | 5 | -8 | 7
Fc1ccccc1Cc1noc(CN2CCN(C/C=C/c3ccccc3)CC2)n1 | 10 | -11 | 6 | 20 | 0 | 2 | -3 | -3 | 5 | -3 | 0
COc1ccc(Cn2nnc3c(=O)[nH]c(C4CCN(C(=O)c5ccccc5Cl)CC4)nc32)cc1 | x | 12 | 15 | -8 | 0 | 7 | -18 | 9 | 8 | 5 | 19
COc1cc2[nH]c(=S)nc(NCc3ccccc3)c2cc1OC | -3 | 3 | 7 | 2 | -9 | 13 | 14 | 1 | 3 | 9 | -1
CNS(=O)(=O)c1cn(CC(=O)NCc2ccc(OC)cc2)cc1S(=O)(=O)NC | -5 | 4 | 8 | 6 | -7 | 9 | -4 | 0 | -1 | -4 | 22
Cc1cc(C(=O)c2ccccc2)c(NC(=O)CCl)s1 | 3 | 31 | 15 | 0 | -8 | 2 | -1 | -8 | 14 | 9 | -20
COc1cc(OC)c(/C=N/NC(=O)COc2cccc3cccnc23)c(OC)c1 | -12 | -8 | -1 | -13 | -1 | -4 | -14 | -2 | 3 | 7 | -5
COC(=O)C1=C(C)Nc2nnnn2C1c1cccs1 (stereo not drawn) | 17 | 7 | 21 | 22 | 4 | -5 | -21 | -8 | 6 | 2 | 6
COc1ccccc1C(=O)NNC(=O)C1CCCO1 (stereo not drawn) | 20 | 31 | -20 | 7 | 0 | -10 | -1 | -11 | -12 | -13 | 17
COc1ccc(NC(=O)CN(C)CC(=O)Nc2ccc(Cl)cc2[N+](=O)[O-])cc1 | 12 | 0 | 10 | 13 | -11 | 1 | -7 | 3 | 12 | 8 | -19
CCOC(=O)Cn1c(=O)c2c(nc(Br)n2CC(=O)OCC)n(C)c1=O | -16 | 4 | 0 | -30 | -3 | -19 | -12 | 3 | -5 | -10 | -19
COc1cccc(S(=O)(=O)Nc2ccc3c(c2)[C@@H]2C[C@@H](CC(=O)NCc4ccc(Cl)cc4)O[C@@H](CO)[C@@H]2O3)c1 | 27 | -5 | 10 | 13 | -23 | 9 | -8 | x | -23 | 19 | 14
Nn1c(SCC(=O)Nc2ccc(OC(F)F)cc2)nnc1-c1ccco1 | -10 | 2 | 11 | -4 | -2 | -1 | 3 | 10 | -5 | 9 | -1
COc1cc(/C=C/C(=O)O)cc(S(=O)(=O)Nc2ccc3[nH]c(=O)[nH]c3c2)c1OC | -1 | 5 | -6 | 0 | 0 | -3 | -13 | 0 | -5 | 1 | 14
CC(C)CC(COCc1cccc(Cl)c1)N1CCN(C(=O)c2cccc(C(F)(F)F)c2)CCC1=O (stereo not drawn) | 12 | 1 | 9 | 27 | -4 | -4 | 10 | 0 | 23 | 11 | 6
Cc1nc(NC(=O)CN(C)S(=O)(=O)c2ccc(Br)cc2)sc1C | 6 | 18 | -2 | 5 | -4 | -8 | -5 | 7 | 15 | -2 | 12
COc1ccc(NC(=O)CSc2nc(NS(=O)(=O)c3ccc(C)cc3)cc(=O)[nH]2)cc1 | -2 | 8 | 5 | 19 | -2 | -20 | -11 | 6 | -2 | 0 | 11
Cc1ccc(S(=O)(=O)N2C[C@H]3C(=O)C[C@@H](c4ccccc4)N(S(=O)(=O)c4ccc(C)cc4)[C@H]3C[C@H]2c2cccc3ccccc23)cc1 | -35 | -9 | -22 | 10 | -5 | 8 | -7 | x | -8 | 3 | -13
CC(C)(C)N1CC(c2nc3ccccc3n2Cc2ccc(Cl)cc2)CC1=O (stereo not drawn) | 6 | 1 | 8 | 11 | -17 | -17 | 13 | -5 | 22 | 15 | -13
Cc1nc2c(cc1C(=O)N/N=C/c1ccc(O)c(O)c1)c(=O)n(C)c(=O)n2C | 10 | -10 | 5 | 2 | -2 | -5 | 7 | -2 | -1 | -14 | -5
O=C(CSc1cccc2cccc(Cl)c12)OCC(=O)N1CCN(C(=O)c2ccco2)CC1 | 0 | 11 | -11 | 5 | -17 | -3 | -13 | 4 | 6 | 23 | -13
CC(C)(C)NC(NC(=O)Cc1ccccc1)C(Cl)(Cl)Cl (stereo not drawn) | 5 | 10 | 5 | 1 | 0 | -4 | 5 | -2 | -14 | -9 | -3
C=CCN1c2ccccc2[C@]23C[C@@H](C(=O)OC)N(C(=O)CC(C)C)C2=NC(C(=O)OC)=C(C(=O)OC)[C@H]13 | 15 | 5 | 11 | -10 | -7 | -15 | -22 | 2 | 15 | 8 | 18
CCCCn1c(=S)[nH]c2cc(S(=O)(=O)N3CCOCC3)ccc21 | 17 | -1 | 2 | 14 | -41 | -9 | -7 | 1 | -2 | -15 | 3
O=C(NCCCn1ccnc1)c1cc(C2CC2)on1 | 10 | 1 | 1 | 3 | -1 | -4 | -14 | 0 | 4 | 5 | -12
Cc1nnc(SCC(=O)Nc2nc(C(C)(C)C)cs2)s1 | 10 | 6 | 23 | 9 | 8 | 2 | 6 | 6 | 11 | -14 | 12
O=c1c2ccccc2nc(-c2ccc(Cl)cc2Cl)n1O | -13 | 11 | 10 | 14 | 0 | -36 | -2 | -4 | -9 | -11 | 13
Fc1ccc(N2CCN(c3cnc4ccccc4n3)CC2)cc1 | -22 | -101 | -61 | -79 | -5 | -86 | 8 | -35 | -47 | -6 | -12
CCCCC(=O)Nc1ccc(C(=O)NN2C(=O)c3ccccc3C2=O)cc1 | -7 | -5 | 1 | 3 | 7 | 9 | -8 | 5 | -6 | 1 | -7
Cc1nnc(SCC(=O)Nc2sc3c(c2C(N)=O)CCC(C)C3)[nH]c1=O (stereo not drawn) | 14 | -4 | -19 | 13 | -16 | -12 | -18 | -2 | -9 | 21 | -13
CN(C(=O)c1cccc(NC(=O)Cc2cccc(NC(=O)C3CCCN(C(=O)C4CCCCC4)C3)c2)c1)C1CCC1 (stereo not drawn) | 10 | -9 | -13 | -12 | 11 | -3 | -3 | 17 | -10 | -13 | 2
O=C(CC(NCCN1CCOCC1)C(=O)O)Nc1cccc(Cl)c1 (stereo not drawn) | 5 | 5 | 17 | 23 | 4 | 20 | 18 | -3 | -6 | -6 | 7
O=C(CSc1ccccc1)Nc1ccccc1C(=O)N1CCCC1 | -13 | -9 | 3 | -11 | 2 | -13 | 1 | -1 | 2 | -5 | -7
CCC(Sc1ncccn1)C(=O)Nc1cc(C)on1 (stereo not drawn) | -31 | -11 | -2 | -8 | 4 | -42 | -10 | -1 | 5 | -2 | 3
CC(NC(=O)COC(=O)CCC(=O)c1ccc(F)cc1)c1ccccc1 (stereo not drawn) | 11 | 1 | -12 | 3 | 6 | -12 | 17 | 3 | -9 | 19 | -1
COc1ccc(CN2CCC2(C)C(=O)Nc2ccc(OC)c(OC)c2)cc1 (stereo not drawn) | 4 | -11 | 5 | -19 | -3 | 1 | 4 | x | 11 | -11 | -46
Nc1cc(=O)c2[nH]cnc2[nH]1 | 0 | 21 | -7 | 4 | -8 | -6 | -12 | 5 | 7 | 3 | 0
